# GPR151 ag = activators of human GPR151, primary screen, cell-based, PathHunter beta-arrestin, luminescence; G-protein coupled receptor 151 (Homo sapiens), Q8TDV0; PathHunter beta-arrestin GPR151 cells; activation, % at 11.2 µM; actives 1% (n = 650,000); in the data active = activation above about 4.9%;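 note: 0% = median of compound wells and 100% = cells with positive control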
# Target sequence (Q8TDV0 whole entry, looked up): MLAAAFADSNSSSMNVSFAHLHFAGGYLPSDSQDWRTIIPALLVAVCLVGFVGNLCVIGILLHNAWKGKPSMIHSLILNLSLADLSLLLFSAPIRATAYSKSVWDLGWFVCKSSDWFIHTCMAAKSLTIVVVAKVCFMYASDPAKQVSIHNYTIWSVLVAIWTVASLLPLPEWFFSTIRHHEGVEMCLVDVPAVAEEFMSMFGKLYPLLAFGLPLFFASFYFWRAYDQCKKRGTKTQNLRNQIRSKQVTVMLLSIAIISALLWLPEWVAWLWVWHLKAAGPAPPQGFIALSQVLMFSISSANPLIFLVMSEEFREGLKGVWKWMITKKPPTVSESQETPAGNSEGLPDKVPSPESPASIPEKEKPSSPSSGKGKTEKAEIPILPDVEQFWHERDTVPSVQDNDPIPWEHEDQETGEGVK
# MITF inh = MITF inhibitors, primary screen, biochemical, AlphaScreen, human | inhibition, % at 2.6 µM | Microphthalmia-associated transcription factor (Homo sapiens), O75030 | actives 0.91% (n = 650,000) | AlphaScreen MITF homodimerization, bead proximity signal | AID 1259374, 2018; in the data active = inhibition above about 50%;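 note: 0% = vehicle wells with protein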
# Target sequence (O75030 whole entry, looked up): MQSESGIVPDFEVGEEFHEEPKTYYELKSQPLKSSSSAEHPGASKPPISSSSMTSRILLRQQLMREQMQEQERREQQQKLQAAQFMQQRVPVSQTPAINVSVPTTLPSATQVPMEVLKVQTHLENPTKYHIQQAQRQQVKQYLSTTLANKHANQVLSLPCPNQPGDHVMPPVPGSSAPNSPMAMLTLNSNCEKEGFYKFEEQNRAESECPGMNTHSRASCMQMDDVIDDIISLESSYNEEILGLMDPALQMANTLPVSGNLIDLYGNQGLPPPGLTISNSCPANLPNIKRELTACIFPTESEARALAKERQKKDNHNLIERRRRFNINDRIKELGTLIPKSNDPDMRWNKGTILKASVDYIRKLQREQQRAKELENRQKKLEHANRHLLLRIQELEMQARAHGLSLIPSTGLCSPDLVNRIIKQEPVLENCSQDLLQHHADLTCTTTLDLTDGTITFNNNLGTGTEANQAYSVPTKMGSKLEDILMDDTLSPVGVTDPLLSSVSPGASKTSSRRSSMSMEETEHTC
# TEAD-YAP inh = TEAD-YAP interaction inhibition, primary screen, TEAD-YAP interaction inhibitor project, luminescence, HEK-TIYL cells. inhibition, % at 9.12 µM. TEAD-Gal4/YAP UAS-luciferase luminescence. AID 1259422, 2018. actives 1.4% (n = 640,000); in the data active = inhibition above about 32%;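 note: 0% = median of test compound wells and 100% = reference inhibitor wells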
# FBW7 activator = FBW7 E3 ligase activators, primary screen, biochemical, AlphaScreen, human | actives 0.13% (n = 650,000) | normalized activity (activation), % at 26.1 µM | AlphaScreen FBW7–phospho-cyclin E peptide binding, activator screen; in the data active = normalized activity above about 1.9%;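 note: purified mutant Fbw7 with reduced substrate affinity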
# Active calls of the source: *. Rows were taken by chance. About 3.4% of those tested had a hit in this group.
# Every second line gives: GPR151 ag	MITF inh	TEAD-YAP inh	FBW7 activator
> COc1cccc(/C=C2\C(=O)C(=O)c3ccccc32)c1
→ 1.2	-6	15	-0.1
> CCOC(=O)c1c(NC(=O)/C=C/c2ccccc2)sc(C)c1-c1ccc(OC)c(OC)c1
→ -0.7	10	13	0.3
> O=C(Nc1nnc(-c2ccc(Br)cc2)s1)c1ccc(F)cc1
→ -1.1	-9	2	-0.1
> Cc1ccc(C2/C(=C(/O)c3ccccc3)C(=O)C(=O)N2CCc2ccccc2)cc1 (configuration not stated)
→ -1.1	-2	11	0.0
> Cc1noc(C)c1-c1nc(Nc2ccc(Oc3ccccc3)cc2)c2ncn(Cc3ccc(C(F)(F)F)cc3)c2n1
→ 2.7	2	5	0.0
> COc1cccc(NC(=O)NC2(C(=O)NCc3ccco3)CCCCC2)c1
→ 0.7	4	3	0.1
> N/C(=N\OC(=O)CSc1ccccc1)c1ccncc1
→ 1.0	-7	-60	-0.1
> Cc1c(C(=O)O)sc2ncnc(N3CCN(c4ccccn4)CC3)c12
→ 0.4	-7	-9	-0.2
> CCc1cccc(CC)c1NC(=O)CN(c1cccc(F)c1)S(C)(=O)=O
→ -0.7	-2	-12	-0.1
> CC1Cc2ccccc2N1C(=O)COC(=O)c1ccc(S(C)(=O)=O)c([N+](=O)[O-])c1 (configuration not stated)
→ 0.1	12	15	0.4
> COc1cccc(N2CCN(c3ncnc4c3c(-c3ccccc3)cn4-c3cccc(Cl)c3)CC2)c1
→ 2.2	5	6	0.4
> COc1ccc2c(c1)OC/C(=C/c1ccc(OC)c(OC)c1)C2=O
→ -1.0	4	-7	0.0
> CN(C)S(=O)(=O)c1ccc(C(=O)NCCOc2ccc(F)cc2)cc1
→ 2.8	22	-54	0.3
> O=c1c2cccnc2[nH]c(=S)n1CCN1CCCC1
→ -0.5	-9	0	0.0
> CCn1c(SCC(=O)Nc2cccc3ccccc23)nc2c(c1=O)SC(C)C2 (configuration not stated)
→ 1.6	-5	0	-0.3
> CCC1Sc2ccccc2N(CC(=O)NCc2ccc(F)cc2)C1=O (configuration not stated)
→ -1.1	4	4	-0.1
> CC(C)COC(=O)c1ccc(N2C(=O)c3cccc([N+](=O)[O-])c3C2=O)cc1
→ 0.1	11	-18	0.1
> O=C(c1ccc(-c2ccc(Br)cc2)o1)N1CCOCC1
→ -0.7	0	-64	0.0
> NC(=O)c1ccc(N2CCN(c3ccccc3O)CC2)c([N+](=O)[O-])c1
→ 1.6	-8	1	-0.1
> COCc1c(C(=O)N/N=C\c2ccc(O)c(OC)c2)nnn1-c1nonc1N
→ 0.5	9	10	0.0
> CCN1CCN(C(c2cccs2)C(C)NC(=O)C(=O)NC2CCCCC2)CC1 (configuration not stated)
→ 1.7	2	10	0.2
> CC(C)CCNC(=O)C1c2ccccc2C(=O)N(C)C1c1cn(C)c2ccccc12 (configuration not stated)
→ -0.1	5	19	0.0
> CCc1ccc(-c2ccc(SCC(=O)N3CCCC3)nn2)cc1
→ 1.3	-2	-14	-0.5
> COc1ccc(C=Nc2cc(Cl)c(N)c(Cl)c2)cc1OC
→ 0.9	26	5	0.7
> CN1CCc2nc3sc(C(=O)c4ccc5c(c4)OCO5)c(N)c3cc2C1
→ 2.6	0	-2	-0.1
> CCCCN(C)Cc1c(O)ccc2c(=O)c(Oc3ccccc3Br)c(C(F)(F)F)oc12
→ 0.7	-3	-2	0.0
> O=C(Cc1cc(-c2cc3ccccc3o2)on1)NCCCc1ccccc1
→ 0.3	31	-15	0.2
> O=C(NCCN1CCCCC1)c1ccc2c(c1)OCCO2
→ 0.4	14	-26	0.1
> Cc1[nH]n(-c2ccccc2)c(=O)c1C(c1ccc(OC(=O)c2cccc([N+](=O)[O-])c2)cc1)c1c(C)[nH]n(-c2ccccc2)c1=O
→ -0.1	-4	-1	-0.9
> O=C(CSc1nccc(=O)[nH]1)Nc1cc2c(cc1Cl)C(=O)c1ccccc1C2=O
→ -2.8	17	-53	0.3
> O=C(CC(c1ccccc1)c1ccccc1)N1CCN(c2cccc(Cl)c2)CC1
→ 4.3	12	9	0.4
> CCOC(=O)c1cc(NC(=O)CC(C)(C)C)cc(C(=O)OCC)c1
→ -1.1	-4	6	-0.2
> CCN(CC)C(=O)C1CCCN(C(=O)c2ccc(N3CC4CC(C3)c3cccc(=O)n3C4)c(NC(=O)c3cccs3)c2)C1 (configuration not stated)
→ -0.8	2	-5	0.2
> CC(C)NC(=O)c1sc2nc3c(c(-c4cccs4)c2c1N)CN(C)CC3
→ 1.2	2	-5	-0.1
> COc1ccccc1C(=O)n1nc(-c2cccnc2)nc1NCc1ccccc1
→ -0.7	7	-1	-0.2
> O=C(Nc1ccc(Br)cc1)c1cc(-c2cccc(O)c2)on1
→ 1.8	-1	-42	-0.2
> CC1CC(=O)Nc2ccccc2N1C(=O)CNCc1ccc2c(c1)OCO2 (configuration not stated)
→ 0.6	-7	-10	0.1
> O=c1[nH]c2ccc(Br)cc2c(-c2ccccc2)c1NS(=O)(=O)c1ccccc1
→ 0.0	5	-4	0.0
> O=C(CCN1Cc2ccccc2OC(c2ccccc2)C1)NCCn1cccn1 (configuration not stated)
→ 0.5	2	11	-0.1
> COc1cccc(-c2nc3ccccc3c(=O)n2NC(=O)/C=C/c2ccc(Cl)cc2)c1
→ -1.5	-5	7	0.0
> CCOC(=O)N1CCN(C(=O)Cn2cnc3sc(C)c(C)c3c2=O)CC1
→ 0.9	5	0	0.0
> O=C(Nc1ccnn1C1CCN(CCCn2cccn2)CC1)C1CCCC1
→ -1.1	0	4	0.5
> CCCCN(C)CCCNC(=O)C1CCN(S(=O)(=O)CC)CC1
→ 1.0	7	1	0.1
> O=C([C@@H](O)COc1ccc(Br)cc1)N1CCC(Nc2ccc3[nH]ncc3c2)C1 (some centres not stated)
→ 1.8	3	3	-0.7
> CCOC(=O)N(C)Cc1nc2ccccc2n1Cc1ccccc1F
→ -0.9	-14	-2	-0.3
> CC(C)NS(=O)(=O)c1ccc(NC(=O)CCCOc2ccc(Cl)cc2Cl)cc1
→ 1.0	2	5	0.0
> COc1cccc(C2C(C#N)=C(N)Oc3cc(N)ccc32)c1 (configuration not stated)
→ -0.9	10	6	0.0
> O=C(NCc1ccco1)c1cc2nc(C3CC3)cc(C(F)(F)F)n2n1
→ 2.1	20	7	1.6
> CCCCSC1=C(C#N)C(=O)NC(C)S1 (configuration not stated)
→ 1.7	-5	3	0.1
> CC(C)(C)NS(=O)(=O)c1ccc(NC(=O)/C=C/c2ccc(Cl)cc2)cc1
→ 0.3	2	4	-0.1
> COc1cc(C(=O)Nc2ccc(Cl)cc2)cc(OC)c1OC
→ 2.7	4	-1	-0.1
> N=c1sccn1CC(=O)Nc1ccc(OCc2ccccc2)cc1
→ -0.7	-10	21	0.0
> CCN1C(=O)N(CC)C2C1N(C(C)=O)C(=O)N2C(C)=O (configuration not stated)
→ 0.7	5	-7	-0.1
> C=CCN(C(=O)c1ccc(N2CC3CC(C2)c2cccc(=O)n2C3)c(NC(=O)c2ccc(OC)cc2)c1)c1ccccc1 (configuration not stated)
→ -0.7	-2	-7	-0.2
> Cc1ccc2nc(-c3ccc(NC(=O)c4ccccc4C(=O)O)cc3)sc2c1
→ -6.4	14	83*	0.1
> CCC(=O)N1N=C2c3cc(OC)ccc3CCC2C1c1ccc(OC)cc1 (configuration not stated)
→ 4.3	-5	-6	0.0
> COc1cc(/C=C2/SC(N)=NC2=O)ccc1OCc1ccc([N+](=O)[O-])cc1
→ -1.8	5	5	0.4
> Nc1ccccc1S(=O)(=O)NCc1ccc(Cl)c(Cl)c1
→ -1.3	-1	-1	0.5
> COc1ccc(C(=O)/C=C/Nc2ccc(Br)cc2)cc1OC
→ -0.6	3	-15	-0.3
> N#C/C(=C\c1ccc(Cl)c(Cl)c1)C(=O)NCC1CCCO1 (configuration not stated)
→ 0.3	23	-9	0.9

# Shown tab-delimited: entries from further up
Structure	GPR151 ag	MITF inh	TEAD-YAP inh	FBW7 activator
COc1ccccc1C(=O)n1nc(-c2cccnc2)nc1NCc1ccccc1	-0.7	7	-1	-0.2
CC(C)(C)NS(=O)(=O)c1ccc(NC(=O)/C=C/c2ccc(Cl)cc2)cc1	0.3	2	4	-0.1
O=C(Nc1ccc(Br)cc1)c1cc(-c2cccc(O)c2)on1	1.8	-1	-42	-0.2
O=C(NCc1ccco1)c1cc2nc(C3CC3)cc(C(F)(F)F)n2n1	2.1	20	7	1.6
O=C([C@@H](O)COc1ccc(Br)cc1)N1CCC(Nc2ccc3[nH]ncc3c2)C1 (some centres not stated)	1.8	3	3	-0.7
O=C(Nc1ccnn1C1CCN(CCCn2cccn2)CC1)C1CCCC1	-1.1	0	4	0.5

# Later entries:
# Every second line gives: GPR151 ag	MITF inh	TEAD-YAP inh	FBW7 activator
> O=C(c1ccccc1-c1ccccc1)N1CCC(c2cccnc2)CC1
→ 2.0	9	-1	-0.2
> O=C(c1cccc(/C=C/N2CCOCC2)c1[N+](=O)[O-])N1CCOCC1
→ -1.2	4	-1	0.1
> COc1ccc(C(=O)/C(=C/N2C=CC=CC2=C(C#N)C#N)c2ccco2)cc1
→ -3.1	14	48*	0.1
> COc1cc(NC(=S)NC(=O)c2cncc(Br)c2)cc(OC)c1OC
→ 0.1	1	-2	-0.1
> COP(=O)(OC)c1nc(-c2cccs2)oc1NCc1cccnc1
→ 0.0	14	6	0.7
> CC(=O)NN1C(=O)c2ccccc2NC1c1ccccn1 (configuration not stated)
→ 0.0	-11	-2	0.1
> COc1ccc(CC(=O)NCC2(c3ccc(OC)c(OC)c3)CCCC2)cc1OC
→ 1.6	3	16	-0.1
> Cn1c(SCC(=O)c2cccs2)nnc1-c1ccccc1
→ -1.3	1	-16	-0.1
> Cc1cccc(C(=O)Nc2nnc(SCC(=O)NC(C)(C)C)s2)c1
→ 0.9	7	-1	-0.1
> CCOc1cc(/C=N/NC(=O)c2cc(-c3ccco3)[nH]n2)ccc1O
→ 1.8	1	7	-0.1
> Cc1cc(NS(=O)(=O)c2ccc(NC(=O)COc3c(C)cccc3C)cc2)no1
→ 4.2	-12	-3	0.1
> Cc1ccc(CSc2nnc(-c3ccncc3)o2)c(C)c1
→ 0.2	-5	-6	-0.5
> O=C(Nc1ccccc1Cl)c1cc(S(=O)(=O)N2CCN(c3ccccc3)CC2)ccc1F
→ 0.1	12	7	0.0
> Cc1c(CCNC(NC(=O)c2ccc(Cl)cc2)(C(F)(F)F)C(F)(F)F)c2ccccc2n1C
→ 0.4	-17	-9	0.2
> CCOC(=O)C(NCc1ccccc1)(NC(=O)c1ccc(OC)cc1)C(F)(F)F (configuration not stated)
→ -1.9	4	-4	0.1
> COc1ccc(C2(O)CCN(CC(=O)Nc3ccccc3C(N)=O)CC2)cc1
→ -0.2	-11	-15	0.3
> O=C(c1cccc(Cl)c1)N1CCN(C2CCC(c3ccccc3)CC2)CC1 (configuration not stated)
→ 0.3	39	4	0.2
> O=CNC(Cc1ccccc1)C(=O)O (configuration not stated)
→ 2.4	4	3	-0.3
> CC(=O)Nc1ccc2oc(=O)ccc2c1
→ -1.1	8	4	0.2

# Entries of single compounds, quoted from the list. Screens in order: GPR151 ag, MITF inh, TEAD-YAP inh, FBW7 activator
# Shown for N#C/C(=C\c1ccc(Cl)c(Cl)c1)C(=O)NCC1CCCO1 (configuration not stated) = 0.3, 23, -9, 0.9
# Shown for COc1ccc2c(c1)OC/C(=C/c1ccc(OC)c(OC)c1)C2=O = -1.0, 4, -7, 0.0
# Shown for COc1ccc(C(=O)/C=C/Nc2ccc(Br)cc2)cc1OC = -0.6, 3, -15, -0.3

# Part of the list above in a different format.
CC(C)CCNC(=O)C1c2ccccc2C(=O)N(C)C1c1cn(C)c2ccccc12 (configuration not stated)
  GPR151 ag = -0.1	MITF inh = 5	TEAD-YAP inh = 19	FBW7 activator = 0.0
CCc1ccc(-c2ccc(SCC(=O)N3CCCC3)nn2)cc1
  GPR151 ag = 1.3	MITF inh = -2	TEAD-YAP inh = -14	FBW7 activator = -0.5
